High-throughput results deposited in PubChem by National Center for Advancing Translational Sciences (NCATS).
TSHR antag = Antagonists of the Thyroid Stimulating Hormone Receptor: HTS campaign; Thyrotropin receptor (Homo sapiens), P16473; activity change, negative = inhibition, % at 11.5 µM; AID 504810, 2011; 0.2% of 330,000 active; TSHR-expressing cells, TSH-stimulated cAMP HTRF, 2 h; hits give low values;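 active = activity change below a set negative limit, meaning inhibition stronger than a set level, cut at about -70% in these data; inconclusive = activity change between two set negative limits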; note: % is set by controls: 0 for no effect and ±100 for the full control effect
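TSHR-expressing cells were treated with compounds, then stimulated with TSH at EC80 (4nM final) for 2 hours at 37 deg C. Cellular cAMP was measured by HTRF competition between lysate cAMP and cAMP-d2 for a cryptate-labelled anti-cAMP antibody.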
ASM inhibitor = Inhibitors of Secretory Acid Sphingomyelinase (S-ASM): qHTS. AID 504937, 2011. Sphingomyelin phosphodiesterase (Homo sapiens), P17405. Potency, µM (titrated, usually from 57.5 µM), for inactives: at the highest dose activity change, negative = inhibition, usual class: inhibitors. 0.006% of 340,000 active. placental ASM, HMU-PC fluorogenic substrate, 60 min; note: potency is the fitted concentration of half-maximal effect
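Human placenta-derived ASM enzyme was preincubated with compound for 10 minutes at room temperature, then given fluorogenic substrate HMU-PC0 (9 uM final) for 60 minutes at 37 °C; a pH 10 stop preceded fluorescence reading at Ex 386/Em 447 nm.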
Mito fusion act = qHTS Assay for Small Molecule Inhibitors of Mitochondrial Division or Activators of Mitochondrial Fusion; S. cerevisiae fusion-defective mutant growth rescue, CellTiterGlo 48 h; Potency, µM (highest dose often 46.1 µM), for the others: top-dose growth rescue (activation), usual class: activators; 0.23% of 320,000 active; AID 485298, 2010;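 note: potency is the fitted concentration of half-maximal effect; % of control where 0% means no effect; nearly all actives have a fitted effect of over 45% in size; temperature-sensitive fusion mutants such as fzo1-1 at 37 °C on non-fermentable ethanol glycerol medium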
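Growth-rescue viability read-out: after 48 h at the non-permissive 37C in glycerol/ethanol YPEG, yeast mitochondrial fusion mutants are measured by CellTiterGlo luminescence; compounds (23 nl pinned per well) restoring growth score as division inhibitors or fusion activators.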
CXXC DNA block = qHTS Fluorescence Polarization Assay for Inhibitors of MLL CXXC domain - DNA interaction; Histone-lysine N-methyltransferase 2A (Homo sapiens), Q03164; MLL-CXXC / FITC-HOXA9 DNA fluorescence polarization; Potency, µM (highest dose often 115 µM), inactives show at the top dose activity change, negative = inhibition, hits mostly inhibitors; 0.037% of 290,000 active; AID 2662, 2010; active = well fitted inhibition curve with a large enough effect in the polarisation, with a control signal flat, not every such curve was filed as active; inconclusive = small, poorly fitted or top-dose-only effect, or effect the other way, or a change in a side signal; inactive = no such curve, though single readings can be large or run the other way; the % refers to the polarisation; note: potency is the fitted concentration of half-maximal effect
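Purified MLL-CXXC (added from a 7 uM solution) was preincubated 5 min at ambient with pinned compounds in 50 mM Tris-HCl pH 7.5, 50 mM NaCl, 1 mM DTT, 0.05% BSA. Fluorescein-labeled HOX-A9 DNA (50 nM solution) followed, 30 min, then polarization read.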
PTAP TSG101 blk = qHTS Assay for Iinhibitors of HIV-1 Budding by Blocking the Interaction of PTAP/TSG101. Fluorescence polarization, FITC-PTAP peptide / Tsg101 binding. Potency, µM (highest dose often 115 µM), for the others: top-dose activity change, negative = inhibition, usual class: inhibitors. 340,000 tested, under 10 active. AID 493005, 2010; active = well fitted inhibition curve with a large enough effect in the main read-out, with a control signal flat, not every such curve was filed as active; inconclusive = small, poorly fitted or top-dose-only effect, or effect the other way, or a change in a side signal; inactive = no such curve, though single readings can be large or run the other way; note: potency is the fitted concentration of half-maximal effect; % of control where 0% means no effect
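FP read-out: FITC-PTAP peptide, 50 nM final, binding Tsg101 binding domain, 10 uM final; 20 min, r.t.; 10 mM HEPES pH 7.5, 0.15 M NaCl, 0.01% Tween 20, 3 mM EDTA, 0.1 mM TCEP.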
Integrin act MD = qHTS for Activators of Integrin-Mediated Alleviation for Muscular Dystrophy; alpha7betagal myoblasts, beta-gal FDG fluorescence, 48 h; Potency, µM (series often up to 38.3 µM), for the others: top-dose activation, actives largely listed as activators; 0.064% of 350,000 active;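 note: potency is the fitted concentration of half-maximal effect; 100% = response of the positive control SU9516; nearly all actives have a fitted effect of over 60% in size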
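alpha7betagal+/- myoblasts (passage 13, 250/well) treated 48 h at 37C with compounds at 1:260 dilution of DMSO stock. Lysed, then beta-galactosidase activity read as FDG fluorescence (ex 480/em 540) after 30 min, with pre-read for autofluorescence.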
TCR activator = Activators of T cell receptors: qHTS campaign; Potency, µM (titrated, usually from 9.22 µM), inactives show top-dose activation of IL-2 secretion, hits mostly activators; primary human leukocytes, anti-CD3, IL-2 HTRF, 48 h; 330,000 tested, under 10 active; note: % of control where 0% means no effect
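Readout: HTRF IL-2, Eu-cryptate/d2 antibody pair, 320nm excitation, 665nm emission. Stimulus: a-CD3 beads, no co-stimulation. Cells: primary human leukocytes. Exposure: 48 hr with compound.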
MBNL1-CUG inh = qHTS Assay for Inhibitors of MBNL1-poly(CUG) RNA binding | 0.036% of 280,000 active | Muscleblind-like protein 1 (Homo sapiens), Q9NR56 | Potency, µM (top dose mostly 57.5 µM), for the others: top-dose activity change, negative = inhibition, usual class: inhibitors | AID 2675, 2010 | TR-FRET MBNL1-His/biotin-(CUG)12 binding, 665/545 ratio; active = well fitted inhibition curve with a large enough effect in the signal ratio, with a control signal flat, not every such curve was filed as active; inconclusive = small, poorly fitted or top-dose-only effect, or effect the other way, or a change in a side signal; inactive = no such curve, though single readings can be large or run the other way; the % refers to the signal ratio; note: potency is the fitted concentration of half-maximal effect; % is set by controls: 0 for no effect and ±100 for the full control effect
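TR-FRET between His-tagged MBNL1 and biotin-(CUG)12 RNA, detected with Tb anti-His antibody (0.055 ng/ul) and streptavidin-XL665 (5 nM), 60 min at room temperature. Compounds titrated 92 nM to 58 uM; 665/545 nm ratio normalized to buffer and complex controls.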
AT treatment = qHTS Assay for Identifying a Potential Treatment of Ataxia-Telangiectasia; AID 485349, 2010; […] A-T fibroblasts, KAP-1 phosphorylation AlphaLISA; neocarzinostatin DNA damage 30 min before lysis; Potency, µM (titrated, usually from 57.5 µM), inactives show at the highest dose activation, actives largely listed as activators; 0.19% of 320,000 active; note: potency is the fitted concentration of half-maximal effect; % of control where 0% means no effect; nearly all actives have a fitted effect of over 45% in size
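ATM-like activity read as KAP-1 phosphorylation via AlphaLISA donor/acceptor antibody pairs after lysis and 6 hr at 25C. Cells were ATM-null patient fibroblasts ([…], hTERT), dosed 60 min, then exposed to the DSB inducer NCS for 30 min.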
Menin-MLL TR inh = qHTS Assay for Inhibitors Targeting the Menin-MLL Interaction in MLL Related Leukemias: Competition With Texas Red Labeled MLL-derived Mutant Peptide; Potency, µM (highest dose often 61.6 µM), for the others: at the top dose FP activity change, negative = inhibition, actives largely listed as inhibitors; O00255; 0.23% of 270,000 active; Menin + Texas Red MLL mutant peptide, fluorescence polarization; AID 1768, 2009; active = well fitted inhibition curve with a large enough effect in the polarisation, with a control signal flat, not every such curve was filed as active; inconclusive = small, poorly fitted or top-dose-only effect, or effect the other way, or a change in a side signal; inactive = no such curve, though single readings can be large or run the other way; the % refers to the polarisation; note: potency is the fitted concentration of half-maximal effect; % of control where 0% means no effect; many of its hits are not listed in these tables
Starred values were filed as active, the others as inactive; u = inconclusive; x = no result given; & = joins results of further samples; [ ] = another dose, or the depositor's remark. Unless noted, calls come from the whole dose curve; as a rule, active = well fitted curve in the direction sought with a large enough effect; inconclusive = small, poorly fitted or top-dose-only effect, or another doubt; inactive = no such curve, though single readings can be large; an effect the other way counts as inactive or inconclusive. The list is partial. The share of hits here may be higher or lower than overall.

Values run as follows: TSHR antag	ASM inhibitor	Mito fusion act	CXXC DNA block	PTAP TSG101 blk	Integrin act MD	TCR activator	MBNL1-CUG inh	AT treatment	Menin-MLL TR inh
O=C(CCN1C(=O)C2C3CCC(C3)C2C1=O)Nc1ccc(F)cc1 (stereo not drawn)
  -1	-4%	27%	-1%	-6%	3%	-1%	-4%	-8%	17%
CCCCn1c(N)c(N(CC)C(=O)c2cccc(C)c2)c(=O)[nH]c1=O
  4	0%	2%	0%	-3%	1%	4%	-4%	-11%	10%
NC[C@H]1O[C@H](O[C@H]2[C@H](O)[C@@H](O[C@H]3O[C@H](CO)[C@@H](O)[C@H](N)[C@H]3O)[C@H](N)C[C@@H]2N)[C@H](N)C[C@@H]1O
  8	-2%	3%	3%	2%	x	-6%	-21%	3%	3%
CCOC(=O)c1sc(NC(=O)c2ccco2)c(C#N)c1C
  -7	8%	u	-1%	0%	5%	4%	16%	1%	4%
CC(=O)NC1=NN(C(C)=O)C(C)(c2ccccn2)S1 (stereo not drawn)
  2	5%	2%	0%	0%	9%	11%	-5%	6%	0%
Cc1ccc(C)c(-n2nnnc2SCC(=O)c2ccc3c(c2)NC(=O)CO3)c1
  -13	-1%	5%	7%	-6%	6%	x	349%[activator]	x	25%
Cc1oc2cc3oc(=O)c(CC(=O)N[C@H](C(=O)N[C@@H](C(=O)O)c4ccccc4)C(C)C)c(C)c3cc2c1C
  8	133%[activator]	-1%	-26%	-1%	0%	0%	-6%	2%	-11%
COCC(C)n1c(C)cc(C(=O)COc2ccc(N(C)S(=O)(=O)c3ccc(NC(C)=O)cc3)cc2)c1C (stereo not drawn)
  -6	-2%	-12%	x	-1%	-1%	6%	x	7%	x
COc1ccc(CCNC(=O)C2CCN(S(=O)(=O)N3CCOCC3)CC2)cc1OC
  -8	3%	0%	2%	-7%	10%	1%	-9%	0%	13%
Cc1ccc(NC(=O)COC(=O)C2(CC(=O)NC(C)(C)C)CCCC2)cc1C
  16	-4%	x	x	-9%	2%	-5%[46.1 µM]	x	-9%	x
CCc1c(C(=O)NC2CCCCC2)[nH]c(C)c1C(C)=O
  45	3%	11%	-10%	-2%	7%[7.66 µM]	-5%	-18%	24%	1%
O=C(Cn1c[n+](CC(=O)c2ccc([N+](=O)[O-])cc2)cn1)c1ccc([N+](=O)[O-])cc1
  0&7	-9%&-2%	-1%&-1%	2%&-1%	-3%&0%	-13%&-12%	-7%&5%	u	-17%&-32%	x
COc1cc2c(-c3ccc4cc[nH]c4c3)c(-c3ccsc3)oc(=O)c2cc1OC
  -6	u	3%	x	-3%	2%	0%	x	9%	x
Cc1cccc(N(C(=O)c2csnn2)C(C(=O)NC(C)(C)C)c2cccs2)c1 (stereo not drawn)
  30	-1%	2%	3%	-7%	-2%	0%	-6%	1%	-4%
CCCN(CC(=O)Nc1cc(Cl)ccc1Cl)C(=O)/C=C/c1cc(OC)ccc1OC
  11	x	x	x	0%	-14%	-11%	x	15%	x
COCCNC(=O)C(c1ccc(F)cc1)N(C(=O)CCC(=O)Nc1ccccn1)c1cccc(C)c1 (stereo not drawn)
  7	4%	-15%	1%	2%	-27%	2%	-10%	-3%	-18%
CSc1ccc(C(=O)C2CCCN(C(=O)CN3CCOC3=O)C2)cc1 (stereo not drawn)
  34	4%	0%	21%	x	-2%	1%	4%	22%	x
CC(=O)c1cc2c(cc1NC(=O)CSc1ccc(S(=O)(=O)N(C)C)cn1)OCO2
  10	62%[activator]	-1%	x	-4%	-13%	1%	x	0%	x
O=C(CSc1nnc(-c2ccco2)o1)NC1CC2CCC1C2 (stereo not drawn)
  15	4%	-4%	8%	-5%	15%	-15%	-3%	1%	25%
Cc1cc(C(=O)CSc2nnc(-c3ccco3)o2)c(C)n1-c1ccc2c(c1)OCCO2
  -41	-2%	8%	20%	-1%	-51%[inhibitor]	-10%	6%	-4%	0%

Profiles as entered above. Values in the order: TSHR antag	ASM inhibitor	Mito fusion act	CXXC DNA block	PTAP TSG101 blk	Integrin act MD	TCR activator	MBNL1-CUG inh	AT treatment	Menin-MLL TR inh
Listed for COCCNC(=O)C(c1ccc(F)cc1)N(C(=O)CCC(=O)Nc1ccccn1)c1cccc(C)c1 (stereo not drawn) → 7	4%	-15%	1%	2%	-27%	2%	-10%	-3%	-18%
Listed for Cc1oc2cc3oc(=O)c(CC(=O)N[C@H](C(=O)N[C@@H](C(=O)O)c4ccccc4)C(C)C)c(C)c3cc2c1C → 8	133%[activator]	-1%	-26%	-1%	0%	0%	-6%	2%	-11%
Listed for O=C(Cn1c[n+](CC(=O)c2ccc([N+](=O)[O-])cc2)cn1)c1ccc([N+](=O)[O-])cc1 → 0&7	-9%&-2%	-1%&-1%	2%&-1%	-3%&0%	-13%&-12%	-7%&5%	u	-17%&-32%	x

(more compounds)
Values run as follows: TSHR antag	ASM inhibitor	Mito fusion act	CXXC DNA block	PTAP TSG101 blk	Integrin act MD	TCR activator	MBNL1-CUG inh	AT treatment	Menin-MLL TR inh
CS(=O)(=O)c1ccc2nc(NC(=O)C3CC(=O)N(c4ccc(F)cc4)C3)sc2c1 (stereo not drawn)
  -7	u	-5%	5%	-5%	34%	5%	0%	-3%	u
Cn1c(=O)c2c(nc(CN3CCC(C(N)=O)CC3)n2Cc2ccccc2Cl)n(C)c1=O
  -2	-6%	1%	-2%	0%	4%	5%	5%	4%	-1%
O=C(Nc1ccccc1NC(=O)c1ccccc1Cl)c1ccccc1Cl
  -4	1%	1%	-3%	-5%	9%	1%	1%	10%	-7%
COc1ccccc1/C=C/C(=O)NCc1ccccn1
  -3	3%	5%	1%	-1%	-15%	-2%	13%	1%	4%
CCCCN(CCCC)CCNC(=O)Cc1nc2c(c(=O)[nH]c(=O)n2C)n1C
  10	x	-5%	3%	x	x	x	-9%	0%	-25%
COc1ccc(C(=O)OCCOc2ccccc2C(C)=O)c(O)c1
  4	4%	-6%	4%	-5%	-20%	3%	-1%	2%	-1%
COc1cc(/C=N/N2CCN(Cc3ccc(Cl)cc3)CC2)cc(Br)c1O
  -4	-1%	-6%	-8%	0%	6%	1%	-5%	3%	u
COc1ccc(C2Nc3ccccc3C(=O)N2Cc2ccccc2)cc1COc1ccccn1 (stereo not drawn)
  24	127%[activator]	4%	4%	-10%	-10%	-3%	-16%	10%	-22%
COc1ccc(S(=O)(=O)N2CCOC23CCN(S(=O)(=O)c2ccccc2)CC3)cc1
  -1	-3%	19%	x	-2%	8%	x	x	-4%	x
CC(Sc1nncs1)C(=O)NCc1ccc2c(c1)OCO2 (stereo not drawn)
  19	-1%	0%	-1%	-1%	-12%	-6%	-10%	9%	3%
COc1ccc(C(=O)Nc2cccc(-c3ccc4nncn4n3)c2)cc1
  -14	-4%	-5%	-5%	-8%	7%	4%	u	3%	-4%
O=C(CN1C(=O)S/C(=C\c2ccccc2)C1=O)NCCCn1ccnc1
  -3	1%	2%	-3%	-1%	1%	1%	u	-11%	x
O=C(COc1ccc(Cl)cc1)N(Cc1ccc(F)cc1)C1CCS(=O)(=O)C1 (stereo not drawn)
  4	-2%	0%	13%	-3%	43%	0%	-1%	2%	3%
CCOC(=O)C1CCCN(C2CC(=O)N(c3ccccc3)C2=O)C1 (stereo not drawn)
  2	0%	-6%	-2%	1%	-18%	-5%	-2%	-3%	10%
COc1ccc(CC(=O)Nc2ccc(S(=O)(=O)Nc3nccs3)cc2)cc1
  8	3%	-6%	-4%	-1%	-27%	3%	-1%	-1%	11%
COc1nc(=O)n(C2OC(CO)C(O)C2O)cc1C (stereo not drawn)
  x	-2%	x	x	0%	14%	1%	x	x	x
